# Screens: PubChem BioAssay, National Center for Advancing Translational Sciences (NCATS)
# CCT chaperon mod: High-Throughput Screening for Modulators of Cytosolic Chaperonin Activity; purified chaperonin ATPase assay, HTRF ADP detection, 30 min; activity change, % (test concentration not listed), hits read low; hit rate 0.3% among 360,000; in the data active = activity change below about -30%; note: % is set by controls: 0 for no effect and ±100 for the full control effect
#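 Nucleotide hydrolysis assay: TRiC at 20–40 nM final (set by batch activity) with 10 uM ATP, 30 min at 37 °C, in presence of 76 uM compound. Detection by competitive ADP HTRF, 30 min ambient.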
# TGFb SMAD3 inh: qHTS for Inhibitors of TGF-b; HepG2 CAGA-GFP TGF-b/SMAD3 reporter, GFP fluorescence, 18 h; TGF-beta stimulated, 500 pg/mL final; Potency, µM (titrated, usually from 46.1 µM), without a hit: top-dose activity, negative = inhibition, usual class: inhibitors; hit rate 1.2% among 410,000; note: potency is the fitted concentration of half-maximal effect; % is set by controls: 0 for no effect and ±100 for the full control effect; nearly all actives have a fitted effect of over 65% in size
#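 GFP signal (ex488/em500-530) from TGF-beta-stimulated HEPG2 CAGA-GFP cells, 500 pg/mL final, 18 h at 37 degrees C in DMEM plus 1% FBS, normalized to unstimulated and DMSO-stimulated controls.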
# pAkt inh: HTS Assay for Inhibitors of Akt Phophorylation: Primary Screen; Neuro2A IGF-stimulated pAkt S473 HTRF, 20 min; active compounds read low; activity change, % for hits at 50 µM; hit rate 0.32% among 360,000; AID 651550, 2012; in the data active = activity change below about -80%; inconclusive = mostly about -51% to -80%; note: % is set by controls: 0 for no effect and ±100 for the full control effect
#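 Neuro2A cells in DMEM with 0.5% FBS, overnight at 37 deg C, given compound at single 50 µM final, then IGF (6 nM final) for 20 min at 37 deg C. Lysed; phospho-Akt Ser473 by HTRF after 24 h, 665/615 ratio.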
# A549 tox: Nrf2 qHTS screen for inhibitors: counterscreen for cytotoxicity; A549 ARE-Fluc cells, CellTiter-Fluor viability, 18-24 h; Potency, µM (top dose mostly 46 µM), inactives show top-dose activity change, negative = cytotoxicity, actives largely listed as inhibitors; hit rate 0.16% among 390,000; note: potency is the fitted concentration of half-maximal effect; % is set by controls: 0 for no effect and ±100 for the full control effect
#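 Cytotoxicity counterscreen: CellTiter-Fluor fluorescence was measured in A549 ARE_Fluc cells after 18-24 h of compound exposure in a concentration series. The subsequent BugLite luminescent read reports ARE-luciferase activity.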
# Nrf2 activator: qHTS of Nrf2 Activators; AREc32 ARE-luciferase reporter (MCF7-derived line), luminescence, 24 h; Potency, µM (series often up to 46.1 µM), inactives show at the highest dose activation, actives largely listed as activators; hit rate 0.31% among 410,000; note: potency is the fitted concentration of half-maximal effect; % of control where 0% means no effect; nearly all actives have a fitted effect of over 65% in size
#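 AREc32_Fluc, 1000 cells/well, OPTI-MEM + 5% FBS, o/n 37 deg C 5% CO2; 23 nL cpd by pin tool, 24 hr; Steady-Glo 30 min RT, luminescence.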
# Mm-Cpn inhibitor: Inhibitors of TCP-1 ring complex (TRiC) of Methanococcus maripaludis (MmCpn): qHTS. Potency, µM (highest dose often 76.9 µM), inactives show at the top dose activity, negative = inhibition, most hits filed as inhibitors. Chaperonin Mm-Cpn (Methanococcus maripaludis). hit rate 0.031% among 330,000. purified Mm-Cpn ATPase, ADP Transcreener TR-FRET; note: potency is the fitted concentration of half-maximal effect; % is set by controls: 0 for no effect and ±100 for the full control effect; nearly all actives have a fitted effect of over 80% in size
#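 ATP (10 uM final) was added to archaeal chaperonin (25 nM final) after 10 min exposure to test compound at 37°C; after 30 min further incubation, ADP was detected by competitive TR-FRET.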
# Nrf2 inh: Nrf2 qHTS screen for inhibitors; Potency, µM (top dose mostly 46 µM), for inactives: at the top dose activity change, negative = inhibition, most hits filed as inhibitors; A549 ARE-Fluc reporter, luciferase luminescence, 18-24 h; hit rate 2.1% among 360,000; note: potency is the fitted concentration of half-maximal effect; % is set by controls: 0 for no effect and ±100 for the full control effect; nearly all actives have a fitted effect of over 60% in size
#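 Reporter: ARE-Fluc in A549. Exposure: 18-24 h, 37 °C, 5% CO2, 5% FBS OPTI-MEM. Readouts: fluorescent cytotoxicity (CellTiter-Fluor), then luminescent Nrf2 signal after BugLite.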
# HepG2 viability: qHTS for Inhibitors of TGF-b: Cytotox Counterscreen | HepG2 CAGA-GFP viability, ATP luminescence, 18 h | Potency, µM (highest dose often 46.1 µM), for the others: at the top dose activity change, negative = cytotoxicity, hits mostly cytotoxic | hit rate 0.76% among 410,000; note: potency is the fitted concentration of half-maximal effect; some results filed as inactive show a strong effect at the top dose
#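 HepG2 CAGA-GFP cells (1000/well, DMEM with 1% FBS) received compound, then TGF-beta at 500 pg/mL final, and were incubated 18 hours at 37 degrees C. Viability was read by CellTiter-Glo luminescence. Media-only wells were set as complete cell-killing and DMSO as no toxicity.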
# ATXN viability: Viability Counterscreen for Primary qHTS for Inhibitors of ATXN expression. S2 cells (HEK-293 line with an ATXN2-luciferase reporter) viability, CellTiter-Fluor protease fluorescence, 24 h. Potency, µM (top dose mostly 56.7 µM), hits mostly cytotoxic. hit rate 0.49% among 400,000; note: potency is the fitted concentration of half-maximal effect; nearly all actives have a fitted effect of over 40% in size
# * marks the source's active call; other numbers are inactive results; i = inactive; ? = inconclusive; . = not tested or not shown; [ ] = dose if it differs, or a comment. Unless noted, calls come from the whole dose curve; as a rule, active = well fitted curve in the direction sought with a large enough effect; inconclusive = small, poorly fitted or top-dose-only effect, or another doubt; inactive = no such curve, though single readings can be large; an effect the other way counts as inactive or inconclusive.
SMILES,CCT chaperon mod,TGFb SMAD3 inh,pAkt inh,A549 tox,Nrf2 activator,Mm-Cpn inhibitor,Nrf2 inh,HepG2 viability,ATXN viability
COc1ccc(CC(NC(C)=O)C(=O)N2CCN(C(=O)Nc3cccc(F)c3)CC2)cc1OC (stereo unspecified),1.6,2.6%,i,12.4%,-1.3%,2.0%,1.4%,9.2%,?
C#Cc1ccc([C@@H]2C=C(C(=O)N3CCN(Cc4ccc5c(c4)OCO5)CC3)O[C@H](OCCCCO)C2)cc1,-1.9,-5.9%,i,5.3%,8.1%,.,9.8%,-13.6%,i
CC[C@@H]1Cc2[nH][nH]c(=O)c2[C@@H](c2ccc(Cl)cc2)O1,-1.7,.,i,.,0.5%,.,.,.,i
CCCCNC(=O)Cn1c(SCc2cccc(C)c2)nc2ccncc21,.,-3.2%,.,6.6%,.,.,?,-11.0%,.
CCc1nc2ccc(C(=O)NCCc3ccccn3)cn2c1N(C)CCC(C)C,-0.9,-16.2%,i,.,-0.5%[9.22 µM],.,.,-25.8%,?
O=C(COc1ccccc1Cl)N1N=C(c2cccs2)CC1c1ccco1 (stereo unspecified),2.4,?,i,-1.8%,?,-20.9%,?,-38.6%,i
O=C(NCc1ccccn1)Nc1cc(Cl)cc(Cl)c1,-1.4,-1.7%,i,1.4%,0.6%,1.0%,-15.5%,-7.6%,i
CCc1ccc(-c2n[nH]c(=O)c3ccccc23)cc1,-1.2,0.0%,i,2.4%,2.0%,-0.8%,-5.8%,11.7%,i

# Reprinted from the entries so far for reference:
SMILES,CCT chaperon mod,TGFb SMAD3 inh,pAkt inh,A549 tox,Nrf2 activator,Mm-Cpn inhibitor,Nrf2 inh,HepG2 viability,ATXN viability
COc1ccc(CC(NC(C)=O)C(=O)N2CCN(C(=O)Nc3cccc(F)c3)CC2)cc1OC (stereo unspecified),1.6,2.6%,i,12.4%,-1.3%,2.0%,1.4%,9.2%,?
C#Cc1ccc([C@@H]2C=C(C(=O)N3CCN(Cc4ccc5c(c4)OCO5)CC3)O[C@H](OCCCCO)C2)cc1,-1.9,-5.9%,i,5.3%,8.1%,.,9.8%,-13.6%,i
CC[C@@H]1Cc2[nH][nH]c(=O)c2[C@@H](c2ccc(Cl)cc2)O1,-1.7,.,i,.,0.5%,.,.,.,i
CCCCNC(=O)Cn1c(SCc2cccc(C)c2)nc2ccncc21,.,-3.2%,.,6.6%,.,.,?,-11.0%,.
CCc1nc2ccc(C(=O)NCCc3ccccn3)cn2c1N(C)CCC(C)C,-0.9,-16.2%,i,.,-0.5%[9.22 µM],.,.,-25.8%,?
O=C(COc1ccccc1Cl)N1N=C(c2cccs2)CC1c1ccco1 (stereo unspecified),2.4,?,i,-1.8%,?,-20.9%,?,-38.6%,i
O=C(NCc1ccccn1)Nc1cc(Cl)cc(Cl)c1,-1.4,-1.7%,i,1.4%,0.6%,1.0%,-15.5%,-7.6%,i
CCc1ccc(-c2n[nH]c(=O)c3ccccc23)cc1,-1.2,0.0%,i,2.4%,2.0%,-0.8%,-5.8%,11.7%,i

# Random draw from the library; any-hit rate near 4.4%.
